KLK5 inh – human KLK5 protease inhibitors, primary screen, biochemical, 1536-well; recombinant hK5, fluorogenic AMC substrate cleavage; 210,000 tested, 0.59% active; inhibition, % at 5 µM;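 active means inhibition of 40% or more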;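 further: 0% = enzyme controls without compound and 100% = no-enzyme blanks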
Target sequence (Q9Y337 67-293 limits assumed): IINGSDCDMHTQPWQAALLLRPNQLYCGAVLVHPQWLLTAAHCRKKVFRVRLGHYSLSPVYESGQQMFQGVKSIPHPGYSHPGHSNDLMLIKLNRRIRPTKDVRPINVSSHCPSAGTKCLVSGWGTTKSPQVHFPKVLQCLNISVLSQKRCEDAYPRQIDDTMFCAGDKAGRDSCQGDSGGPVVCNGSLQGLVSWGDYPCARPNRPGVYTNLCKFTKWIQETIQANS
Thrombin inh – human alpha-thrombin inhibitors, primary screen, counter-screen for coagulation protease inhibitor project, biochemical, 1536-well, fluorogenic AMC substrate. Boc-VPR-AMC fluorogenic substrate cleavage. inhibition, % at 5 µM. 220,000 tested, 0.26% active. AID 1046, 2008;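 active means inhibition at or above 40%; inactive means inhibition below 40%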;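 further: 0% = enzyme with no compound and 100% = wells without enzyme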
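Test system: human alpha-thrombin protein / Dosing: one concentration per compound, 5 µM, with 0.2% DMSO / Medium: pH 7.5 Tris-saline with Tween 20 / Benchmarks: no-compound enzyme wells and no-enzyme blanks / Read-out basis: percent inhibition of thrombin substrate cleavage / Timing: reaction at room temperature / Measured by: fluorescence, ex 355 nm, em 460 nm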
Wee1 degr inh – Wee1 degradation inhibitors, primary screen, cell-based, HeLa, Wee1K328M-luciferase, luminescence; Wee1-like protein kinase (Homo sapiens), P30291; HeLa Luc-Wee1K328M stability; 100% = proteasome inhibitor MG132 effect; reporter increase, % at 5 µM; 220,000 tested, 1.2% active; AID 1321, 2008;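 active means activation above the mean of all tested compounds plus 3 SD, set per screening run, cut at about 8.8% in these data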;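 further: cells exposed to compound for 20 h before luminescence read; 0% = DMSO alone and 100% = MG132 at 30 µM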
FXIa inh 1536 – human FXIa protease inhibitors, primary screen, biochemical, 1536-well | Coagulation factor XI (Homo sapiens), P03951 | purified FXIa, Boc-Glu-Ala-Arg-AMC fluorogenic substrate | inhibition, % at 5 µM | 220,000 tested, 0.14% active;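 active means inhibition of at least 40%; inactive means inhibition below 40%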;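 further: fluorescence of freed AMC excited at 355 nm; 0% = enzyme without compound and 100% = no enzyme blank; many of its hits are not listed in these tables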
Target sequence (P03951 19-387 limits assumed): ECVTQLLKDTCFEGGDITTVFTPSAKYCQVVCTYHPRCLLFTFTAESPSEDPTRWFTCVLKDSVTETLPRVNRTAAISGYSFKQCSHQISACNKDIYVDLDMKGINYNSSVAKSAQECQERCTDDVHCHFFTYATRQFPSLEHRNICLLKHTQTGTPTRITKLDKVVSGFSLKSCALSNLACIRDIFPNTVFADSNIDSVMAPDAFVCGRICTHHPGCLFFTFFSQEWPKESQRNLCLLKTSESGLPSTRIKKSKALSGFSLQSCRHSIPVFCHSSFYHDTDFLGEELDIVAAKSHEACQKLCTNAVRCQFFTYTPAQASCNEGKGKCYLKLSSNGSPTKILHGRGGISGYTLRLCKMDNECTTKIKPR
Target sequence (P03951 388-625 limits assumed): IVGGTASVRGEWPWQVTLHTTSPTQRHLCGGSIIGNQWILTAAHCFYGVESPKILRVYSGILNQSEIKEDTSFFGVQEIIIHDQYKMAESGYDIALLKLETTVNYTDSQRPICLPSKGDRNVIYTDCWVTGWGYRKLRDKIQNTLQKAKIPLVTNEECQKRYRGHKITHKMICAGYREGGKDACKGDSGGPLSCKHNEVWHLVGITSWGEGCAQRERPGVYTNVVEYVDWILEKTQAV
14-3-3 Bad inh – inhibitors of 14-3-3 zeta/Bad binding, primary screen, biochemical, TR-FRET, bovine 14-3-3 zeta; 14-3-3 protein zeta/delta (Bos taurus), P63103; TR-FRET 14-3-3zeta/Dy647-pBad peptide displacement, 1 h; 220,000 tested, 0.71% active; inhibition, % at 21.7 µM; AID 781, 2007;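 active means inhibition above about 70%, limit read from the data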;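 further: 0% = full 14-3-3 plus peptide FRET controls and 100% = background without 14-3-3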
Target sequence (P63103 whole entry, looked up): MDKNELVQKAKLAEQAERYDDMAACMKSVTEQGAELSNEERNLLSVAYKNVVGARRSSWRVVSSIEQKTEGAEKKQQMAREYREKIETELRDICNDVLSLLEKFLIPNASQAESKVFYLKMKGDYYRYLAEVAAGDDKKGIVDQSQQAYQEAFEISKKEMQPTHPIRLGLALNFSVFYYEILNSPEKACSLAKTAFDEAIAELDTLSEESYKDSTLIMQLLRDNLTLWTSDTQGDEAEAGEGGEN
Hck-Nef inh – inhibitors of Nef-activated human Hck kinase, primary screen, biochemical, Z-Lyte FRET, 384-well, Hck-YEEI. Tyrosine-protein kinase HCK (Homo sapiens), P08631. Recombinant Hck-YEEI plus Nef, Z-Lyte FRET kinase assay. inhibition, % at 20 µM. 220,000 tested, 0.68% active;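 active means Hck-Nef kinase inhibition above about 50%, limit read from the data; inactive means inhibition below that limit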;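 further: 0% = DMSO with Hck plus Nef and 100% = Hck alone without Nef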
Runt-SMMHC FRET – inhibitors of RUNX1 Runt–CBFb-SMMHC binding, primary screen, biochemical, FRET, Cerulean-Runt, Venus-CBFb-SMMHC, uHTS; Runt-related transcription factor 1 (Homo sapiens) + Core-binding factor subunit beta …; Cerulean-Runt/Venus-CBFb-SMMHC FRET ratio 530/480, 1 h; inhibition, % at 20 µM; 220,000 tested, 0.74% active;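 active means mean inhibition across duplicate retests at 20 µM reaching about 50%, limit read from the data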;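 further: 0% = DMSO wells and 100% = wells with excess untagged CBFb-SMMHC; inhibitors lower the FRET ratio by blocking Runt binding to CBFb-SMMHC; some results filed as inactive read as strong as hits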
Runt-CBFb FRET – inhibitors of RUNX1 Runt–CBFb binding, primary screen, biochemical, FRET, Cerulean-Runt, Venus-CBFb, uHTS; Cerulean-Runt/Venus-CBFb FRET ratio 530/480, 1 h; AID 1496, 2009; Runt-related transcription factor 1 (Homo sapiens) + Core-binding factor subunit beta …; 220,000 tested, 0.46% active; inhibition, % at 20 µM;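 active means inhibition over about 50% at 20 µM in the single-dose screen, limit read from the data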;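 further: 0% = DMSO wells and 100% = excess unlabeled CBFb competitor control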
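Doses: 20 µM compound in 1% DMSO | Material: Cerulean-labeled Runt domain protein | Amount: Each fluorescent fusion protein 100 nM | Schedule: Two 1 h room-temperature incubations shielded from light | Measured by: FRET fluorescence | Evaluation: Loss of energy transfer signal | Controls: Unlabeled CBFb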
FXIIa inh – human FXIIa protease inhibitors, primary screen, biochemical, 1536-well. purified FXIIa, Boc-QGR-AMC fluorogenic substrate, 2 h. inhibition, % at 5 µM. 220,000 tested, 0.3% active. AID 800, 2007; in the data active means inhibition above about 40%;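 further: 0% = enzyme with no compound and 100% = blank without enzyme; many of its hits are not listed in these tables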
The depositor's hits bear a star; x = no result given; [ ] = another dose, or the depositor's remark. Random draw from the library. Share with any hit: about 4.2%.

[1] O=C(CNS(=O)(=O)c1ccc(Br)s1)NC1CCCc2ccccc21 (stereo not drawn)
[2] CN1CCN(C2=C(Cl)C(=O)N(C3CCCCC3)C2=O)CC1
[3] O=C(CNC(=O)c1ccc(Cl)cc1)OCC(=O)c1ccc2c(c1)OCCO2
[4] CC1(C)Cc2c(sc3nc(N/N=C/c4ccccc4)[nH]c(=O)c23)CO1
[5] Cc1ccc2c(c1)nnn2C1CCN(S(=O)(=O)c2ccc(C(=O)O)cc2)CC1
[6] Cc1ccc(S(=O)(=O)N2CCNC(=O)CC2)cc1
[7] CC(C)(C)n1nc2c(c1NC(=O)c1ccc(S(=O)(=O)N3CCCC3)cc1)CSC2
[8] CCOc1ccc(NC(=O)Cc2cccc3ccccc23)c([N+](=O)[O-])c1
screen / no.,1,2,3,4,5,6,7,8
KLK5 inh,6,-12,-22,-12,2,7,-9,-10
Thrombin inh,5,5,3,2,-8,-5,2,0
Wee1 degr inh,5,0,-1,1,-1,5,1,3
FXIa inh 1536,13,-1,-5,-3,4,2,2,5
14-3-3 Bad inh,-10,6,-10,21,-3,-3,-5,2
Hck-Nef inh,-5,1,3,37,18,22,-2,3
Runt-SMMHC FRET,-1,-9,1,-4,-4,2,-5,0
Runt-CBFb FRET,-1,-2,2,2,1,-1,-2,-1
FXIIa inh,16,-4,7,-1,9,4,13,12

[9] CCc1cccc(C)c1NC(=S)NCc1ccc2[nH]c(C)cc2c1
[10] COc1ccc(C(=O)Oc2ccc3c(c2)OCO3)cc1OC
[11] COC(=O)CSc1ccc(-c2nc3ccc(C)cc3[nH]2)cn1
[12] COc1cc(OC)cc(-c2cc(N3C(=O)Nc4ccccc4N3O)n[nH]2)c1
[13] COc1ccc(N(CCC(=O)O)S(=O)(=O)c2ccc(C)cc2C)cc1
[14] COc1cccc(-c2nn(-c3ccccc3)cc2C(=O)O)c1
[15] CCN(C#N)c1nc(NC(C)C)nc(NC(C)(C)C)n1
[16] O=C(NN1C(=O)c2cc(Br)ccc2NC1c1ccccc1Cl)c1ccncc1 (stereo not drawn)
screen / no.,9,10,11,12,13,14,15,16
KLK5 inh,-15,-7,-17,-14,2,-13,1,10
Thrombin inh,-2,4,3,-5,3,-8,-4,5
Wee1 degr inh,4,5,0,-3,0,-1,0,2
FXIa inh 1536,7,2,-9,2,-1,22,3,6
14-3-3 Bad inh,0[fluorescence artefact?],-1,5[fluorescence artefact?],-8,-15,-7,-6,3
Hck-Nef inh,-2,0,1,0,-6,4,21,-2
Runt-SMMHC FRET,1,1,3,2,87,-1,0,1
Runt-CBFb FRET,0,-1,2,1,-1,-1,-1,-1
FXIIa inh,16,13,9,4,8,12,10,13

[17] CC(C)CN(C)C(=O)CC1C(=O)NCCN1C (stereo not drawn)
[18] S=C(NCCN1CCOCC1)NC1CCCCC1
[19] Nc1nc2ccccc2n1/N=C/c1cccnc1
[20] CCCCCSc1ncccc1C(=O)O
[21] CC(C)N(C#N)c1nc(N2CCOCC2)nc(N2CCOCC2)n1
[22] COc1cccc(CCc2nnc(CCC(=O)N3CCN(Cc4ccccn4)CC3)o2)c1
[23] COc1cc(/C=N/NC(=O)c2ccncc2)ccc1OCCN1CCCCC1
[24] Cc1cc(C)cc(OC(=O)CCN2C(=O)c3ccccc3C2=O)c1
screen / no.,17,18,19,20,21,22,23,24
KLK5 inh,-2,-6,6,3,-5,-20,-7,1
Thrombin inh,-9,-8,1,2,-2,-1,-1,-1
Wee1 degr inh,-2,1,1,-4,-1,1,1,-2
FXIa inh 1536,-4,-7,4,2,-2,0,2,16
14-3-3 Bad inh,-5,-2,6[fluorescence artefact?],-3,2,-2,-4,4
Hck-Nef inh,20,10,6,25,2,13,-2,8
Runt-SMMHC FRET,0,-1,x,-1,1,0,-1,-2
Runt-CBFb FRET,0,-1,x,1,0,0,0,-4
FXIIa inh,7,8,7,12,10,6,3,27

[25] COC(=O)c1c(C)[nH]c(C(=O)CSc2ncnc3sc(-c4ccccc4)cc23)c1C
[26] COc1cc(/C=N/NC(=O)c2cccnc2)ccc1OS(=O)(=O)c1ccc(C)cc1
[27] COC(=O)C1CCN(c2cc(=O)n(Cc3ccc(F)cc3)c(=O)[nH]2)CC1
[28] COCCN(C(=S)Nc1cc(C)cc(C)c1)C(C)c1ccco1 (stereo not drawn)
[29] O=C(Nc1ccon1)c1ccc(OC2CCCC2)cc1
[30] CC(C)(C)NC(=O)c1ccc2nsnc2c1
[31] CCn1nc(C)c(CNC(=O)Nc2ccc3c(c2)OCO3)c1C
[32] Cc1ccc(CSc2nc3c(c(=O)[nH]2)CCC3)cc1
screen / no.,25,26,27,28,29,30,31,32
KLK5 inh,0,-10,-13,-14,-4,-11,0,1
Thrombin inh,-5,-3,-4,0,-2,1,-3,7
Wee1 degr inh,2,4,-2,-2,6,-1,-2,-3
FXIa inh 1536,23,6,-3,-2,22,4,-3,1
14-3-3 Bad inh,4,3,-14,-17,-11,90*[fluorescence artefact?],-15,1
Hck-Nef inh,2,7,-2,7,-2,5,18,2
Runt-SMMHC FRET,4,-7,-3,-1,0,-2,0,-2
Runt-CBFb FRET,2,-10,-1,0,1,0,0,1
FXIIa inh,8,7,8,6,0,7,3,13

[33] Cc1cccc(NC(=O)C2CCCN2/C=C/C(=O)C(F)(F)F)c1C (stereo not drawn)
[34] Cc1cc(C)n(CC(=O)c2ccc(Cl)cc2)n1
[35] O=C(NCCCN1CCOCC1)c1ccc(CSCc2cccc(Cl)c2)o1
[36] O=C(CCCN1C(=O)c2ccccc2C1=O)N1CCN(c2ccccn2)CC1
[37] CN(C)S(=O)(=O)c1cc(NC(=O)c2cc(=O)[nH]c3ccccc23)ccc1Cl
[38] O=C(CSc1nc2c(sc3ccccc32)c(=O)n1-c1ccccc1)NCc1ccco1
[39] OCCN1CCOCCOCCN(CCO)CCN(CCO)CC1
[40] O=C(CCC1CC(=O)Nc2ccccc21)NCc1cccnc1 (stereo not drawn)
screen / no.,33,34,35,36,37,38,39,40
KLK5 inh,0,6,-5,-16,-3,-3,-8,5
Thrombin inh,-2,1,-13,-1,-8,-6,-1,9
Wee1 degr inh,-4,-1,-2,-1,-2,8,0,2
FXIa inh 1536,21,9,-6,2,-3,11,4,11
14-3-3 Bad inh,-5,3,-8,5,-6,-1,-19[fluorescence artefact?],6[fluorescence artefact?]
Hck-Nef inh,-1,13,20,5,17,0,0,-9
Runt-SMMHC FRET,-3,3,-8,-3,1,1,0,0
Runt-CBFb FRET,1,1,-1,1,-16,11,5,-3
FXIIa inh,16,16,2,17,4,10,0,18

Entries 1–3, reprinted for reference:
[1] O=C(CNS(=O)(=O)c1ccc(Br)s1)NC1CCCc2ccccc21 (stereo not drawn)
[2] CN1CCN(C2=C(Cl)C(=O)N(C3CCCCC3)C2=O)CC1
[3] O=C(CNC(=O)c1ccc(Cl)cc1)OCC(=O)c1ccc2c(c1)OCCO2
screen / no.,1,2,3
KLK5 inh,6,-12,-22
Thrombin inh,5,5,3
Wee1 degr inh,5,0,-1
FXIa inh 1536,13,-1,-5
14-3-3 Bad inh,-10,6,-10
Hck-Nef inh,-5,1,3
Runt-SMMHC FRET,-1,-9,1
Runt-CBFb FRET,-1,-2,2
FXIIa inh,16,-4,7

Next part:
[41] O=C(O)CCCC(=O)N1CCN(C(c2ccccc2)c2ccccc2)CC1
[42] Cc1cc(C)c(NC(=O)CS(=O)CC(=O)Nc2cccnc2)c(C)c1 (stereo not drawn)
[43] C/C(CC(=O)NC1CCCCC1)=N\NC(=O)Cc1ccc(-c2ccccc2)cc1
[44] O=c1[nH]c(CN2CCCCC2)nc2ccccc12
[45] CC1CC(=O)NN=C1c1cccs1 (stereo not drawn)
[46] COc1ccc(S(=O)(=O)N2CCCC(C(=O)N3CCOCC3)C2)cc1C (stereo not drawn)
[47] O=[N+]([O-])c1ccc(N2CCN(CCO)CC2)cc1NCc1ccco1
[48] O=C(O)CSc1nnc(C2CC2)n1-c1ccccc1
screen / no.,41,42,43,44,45,46,47,48
KLK5 inh,52*,2,-1,-29,-4,4,-15,-6
Thrombin inh,16,0,-12,-6,-3,-2,-3,-2
Wee1 degr inh,-1,-3,-3,2,4,0,-2,-2
FXIa inh 1536,7,9,-4,-13,2,3,-5,2
14-3-3 Bad inh,8,-1,3,-2,1,5,-5,41
Hck-Nef inh,0,8,25,1,9,1,2,5
Runt-SMMHC FRET,0,1,0,-10,-2,2,4,-6
Runt-CBFb FRET,2,1,0,0,1,0,-1,-1
FXIIa inh,6,4,0,4,5,-2,5,17

[49] COc1ccc(C(=O)NCC(=O)OCC(=O)Nc2sccc2C#N)cc1OC
[50] Cc1ccccc1NC(=S)Nc1ccc2[nH]c(=O)[nH]c2c1
[51] CCN(CC)C(=O)CN1C(=O)C(=O)c2ccccc21
[52] CCCCN(CC)CCNC(=O)c1cc2c(=O)n(C)c3ccccc3c2n1C
[53] O=C(Nc1cccc(-c2csc(Nc3ccccc3)n2)c1)c1ccccc1
[54] CCCOc1c(Br)cc(C(=O)NCC)cc1OC
[55] COc1ccc(CNC(=O)CN(CC2CCCO2)C(=O)CNS(=O)(=O)c2ccc(C)cc2)cc1 (stereo not drawn)
screen / no.,49,50,51,52,53,54,55
KLK5 inh,-2,-13,3,-3,6,7,-6
Thrombin inh,-3,-14,1,2,5,-3,-2
Wee1 degr inh,4,1,-2,0,x,1,-2
FXIa inh 1536,-3,-2,1,3,4,-3,5
14-3-3 Bad inh,-7,2,-22,-3,-5,4,x
Hck-Nef inh,-19,-2,0,0,25,6,-1
Runt-SMMHC FRET,0,-1,0,2,2,-1,0
Runt-CBFb FRET,2,13,0,3,3,-1,-2
FXIIa inh,x,-1,13,12,15,-8,9

Arranged by value in Runt-SMMHC FRET (lowest first): some entries from above.
No.	structure	KLK5 inh	Wee1 degr inh	FXIa inh 1536	14-3-3 Bad inh	Hck-Nef inh	Runt-SMMHC FRET	Runt-CBFb FRET	FXIIa inh
14	COc1cccc(-c2nn(-c3ccccc3)cc2C(=O)O)c1	-13	-1	22	-7	4	-1	-1	12
37	CN(C)S(=O)(=O)c1cc(NC(=O)c2cc(=O)[nH]c3ccccc23)ccc1Cl	-3	-2	-3	-6	17	1	-16	4
53	O=C(Nc1cccc(-c2csc(Nc3ccccc3)n2)c1)c1ccccc1	6	x	4	-5	25	2	3	15

Screens: PubChem BioAssay, several laboratories
